# L3MBTL1 inh – qHTS Assay for the Inhibitors of L3MBTL1; 0.66% of 230,000 active; Potency, µM (titrated, usually from 57.1 µM), for inactives: at the highest dose activity, negative = inhibition, hits mostly inhibitors; AlphaScreen L3MBTL1–H3K9me1 peptide binding; active means well fitted inhibition curve with a large enough effect; inconclusive means small, poorly fitted or top-dose-only effect; inactive means no such curve, though single readings can be large or run the other way; further: nearly all actives have a fitted effect of over 60% in size
# Target sequence (Q9Y468 whole entry, looked up): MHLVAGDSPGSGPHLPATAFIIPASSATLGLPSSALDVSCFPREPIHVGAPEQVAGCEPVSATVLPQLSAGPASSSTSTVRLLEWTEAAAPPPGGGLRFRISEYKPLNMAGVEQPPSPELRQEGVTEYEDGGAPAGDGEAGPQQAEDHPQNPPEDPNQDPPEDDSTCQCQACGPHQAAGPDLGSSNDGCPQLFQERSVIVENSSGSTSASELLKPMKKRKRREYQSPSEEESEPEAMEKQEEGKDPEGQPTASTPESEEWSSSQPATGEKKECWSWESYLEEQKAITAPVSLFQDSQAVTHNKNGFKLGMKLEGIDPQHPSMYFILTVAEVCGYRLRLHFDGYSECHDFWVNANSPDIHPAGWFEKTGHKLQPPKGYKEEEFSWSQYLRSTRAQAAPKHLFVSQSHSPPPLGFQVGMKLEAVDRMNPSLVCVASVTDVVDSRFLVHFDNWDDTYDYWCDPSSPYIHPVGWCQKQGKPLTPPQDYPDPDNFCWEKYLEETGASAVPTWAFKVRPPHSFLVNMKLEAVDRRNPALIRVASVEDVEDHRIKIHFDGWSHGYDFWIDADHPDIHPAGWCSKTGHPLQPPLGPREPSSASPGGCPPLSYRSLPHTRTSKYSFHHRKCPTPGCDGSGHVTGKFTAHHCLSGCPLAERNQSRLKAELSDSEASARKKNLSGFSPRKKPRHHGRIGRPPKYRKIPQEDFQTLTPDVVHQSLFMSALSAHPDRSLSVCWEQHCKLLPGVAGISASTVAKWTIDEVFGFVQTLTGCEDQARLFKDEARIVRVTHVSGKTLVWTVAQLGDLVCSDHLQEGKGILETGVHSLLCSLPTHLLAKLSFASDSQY
#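 AlphaScreen proximity signal between nickel-chelate acceptor and streptavidin donor beads (final 10 ug/mL) reports binding of 50 nM L3MBTL1 to 75 nM biotin-H3 K9me1 peptide; complex incubated with compounds 30 min at room temperature; cefsulodin titration as control.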
# * = called active by the depositor; ? = inconclusive; [ ] = remark or other dose. On the % scale 0 is the no-effect control and ±100 the full control effect; potency means the concentration at half of the fitted maximal effect. These rows are one share of the data; rates above refer to the full screens.
SMILES,L3MBTL1 inh
O=C(NNC(=O)c1ccccc1O)c1ccc(S(=O)(=O)Nc2ccccc2)cc1,-5%
N#Cc1cccc(CN2CCC(=O)N([C@H](CO)Cc3ccccc3)CC2)c1,-5%
CS(=O)(=O)N1CCN(c2ccccc2NC(=O)Nc2cccc(Cl)c2)CC1,-2%
O=C(NN1C(=O)/C(=C/c2cc([N+](=O)[O-])ccc2O)SC1=S)c1ccccc1O,4.5µM*
Cc1nc(C)c(C(=O)OCC(=O)NCCc2ccc(S(N)(=O)=O)cc2)s1,-2%
COc1ccc(C2CC(c3cccs3)=NN2C(=O)CSc2nc(=O)n3ccc(C)cc3n2)cc1 (stereo not drawn),-9%
NC(=O)c1ccccc1OCC(=O)N1CCC(Cc2ccccc2)CC1,1%
O=C(c1cccc(Cl)c1)N1CCN(C2CCCCC2)CC1,37%[activator]
CN(CC(=O)NCC1COc2ccccc2O1)S(=O)(=O)c1ccc(Cl)cc1 (stereo not drawn),10%
CCN(CC(=O)NCc1cccs1)C(=O)CCCOc1ccc(C(C)(C)C)cc1,2%
CC(=O)N1CCN(S(=O)(=O)c2cccc(C(=O)NCCC3=CCCCC3)c2)CC1,-3%
CC1=C(C(=O)OCc2cc(C)on2)N2C(=O)[C@@H](NC(=O)OCc3cc(C)on3)[C@H]2SC1,3%
O=C(CCNC(=O)c1ccc([N+](=O)[O-])cc1)NC1CCCCC1,-2%
O=C(O)CC(Cc1ccc(Cl)cc1)C(=O)Nc1ccccc1 (stereo not drawn),-4%[2.29 µM]
COc1ccc(-c2cccc(NC(=O)c3cccs3)c2)nn1,2%
CCOc1cc(C(=O)N2CCN(c3ccccn3)CC2)cc(OCC)c1OCC,-6%
O=C(NCC(c1ccco1)N1CCc2ccccc21)c1ccccc1Br (stereo not drawn),-6%
O=C(CCNC(=O)c1ccc(Cl)cc1)Nc1ccccc1N1CCCCC1,-4%
COCc1nnc(NC(=O)C23CC4CC(CC(C4)C2)C3)s1,0%
Nc1c(C(=O)CSc2nc3ccccc3o2)c(=O)[nH]c(=O)n1C1CC1,-1%
CCN(C(=O)COC(=O)c1cccnc1SC)C1CCCCC1,0%
O=C(NC1CCCCC1)c1ccc(-n2cncn2)c([N+](=O)[O-])c1,2%
CC(=O)c1ccc(S(=O)(=O)Nc2ccc(S(=O)(=O)N3CCCCC3)cc2)cc1,0%
C[C@]12C(=O)N(c3ccc(C(F)(F)F)cc3)C(=O)N1[C@H]1c3ccccc3OC[C@@H]1[C@H]2c1ccccc1,-3%
COc1ccc(COC(=O)C2=C(C)NC(=O)NC2c2cc(OC)ccc2OC)cc1 (stereo not drawn),-3%

# Shown with bars between the fields: entries from further up
SMILES | L3MBTL1 inh
O=C(c1cccc(Cl)c1)N1CCN(C2CCCCC2)CC1 | 37%[activator]
CN(CC(=O)NCC1COc2ccccc2O1)S(=O)(=O)c1ccc(Cl)cc1 (stereo not drawn) | 10%
CCN(CC(=O)NCc1cccs1)C(=O)CCCOc1ccc(C(C)(C)C)cc1 | 2%
CC(=O)N1CCN(S(=O)(=O)c2cccc(C(=O)NCCC3=CCCCC3)c2)CC1 | -3%

# Part of the list above, as labelled records:
O=C(CCNC(=O)c1ccc(Cl)cc1)Nc1ccccc1N1CCCCC1
  L3MBTL1 inh = -4%

COCc1nnc(NC(=O)C23CC4CC(CC(C4)C2)C3)s1
  L3MBTL1 inh = 0%

Nc1c(C(=O)CSc2nc3ccccc3o2)c(=O)[nH]c(=O)n1C1CC1
  L3MBTL1 inh = -1%

CCN(C(=O)COC(=O)c1cccnc1SC)C1CCCCC1
  L3MBTL1 inh = 0%

# More structures
SMILES,L3MBTL1 inh
O=C(NC1=NCCS1)c1ccc(Cl)c(Cl)c1,2%
O=[N+]([O-])c1cc(S(=O)(=O)N2CCCC2)ccc1OCCOc1ccccc1,-6%
O=C(O)Cn1cnc2scc(-c3ccccc3)c2c1=O,-7%
CCc1ccccc1N(CC(=O)NC(C)(C)CC)C(=O)CCC(=O)Nc1nccs1,-4%
O=C(CSc1nc2cc(Cl)ccc2s1)NCC1CCCO1 (stereo not drawn),2%
CC(OC(=O)c1nn(C)c(=O)c2ccccc12)C(=O)Nc1ccc(S(N)(=O)=O)cc1 (stereo not drawn),5%
COC(=O)c1sc2nc(C)nc(SCC(=O)Nc3sccc3C(N)=O)c2c1C,-3%
CC(OC(=O)CN1C(=O)NC2(CCCC2)C1=O)C(=O)c1ccccc1 (stereo not drawn),6%
CCCOc1ccc(C2=CC(=O)C[C@H](c3ccc(OC)cc3)C2)cc1,8%
COc1ccc(CCCC(=O)NCCc2ccccc2)c(C)c1,0%
O=C(COC(=O)CCSc1ccccc1)Nc1ccccc1,1%
CC1(C)Cc2c(cnn2-c2ccc(F)cc2)C(NC(=O)CCC(F)(F)F)C1 (stereo not drawn),-3%
CCN(CC)S(=O)(=O)c1ccc(N2CCCC2)c(NC(=O)c2ccc([N+](=O)[O-])o2)c1,-10%
CC(NC(=O)c1ccc2c(=O)n3c(nc2c1)CCCCC3)c1ccccc1 (stereo not drawn),3%
Cc1ccc(N2CC(C(=O)N(C)CC(=O)Nc3ccc(Cl)c(C(F)(F)F)c3)CC2=O)cc1 (stereo not drawn),-3%
CCOc1ccc(-n2nc3cc(C)c(N)cc3n2)cc1,5%
COc1ccc(Cl)cc1NC(=O)CN(C)C(=O)Cn1[nH]c(=O)c2ccccc2c1=O,6%
CCN(C[C@H]1N[C@@](Cc2ccccc2)(C(=O)OC)[C@H]2C(=O)N(Cc3ccccc3)C(=O)[C@@H]12)S(=O)(=O)c1ccc(C(F)(F)F)cc1,-5%
Cc1cc(=O)[nH]c(N2CCCNCC2)n1,9%
COc1cc(C2NC(=O)NC(C)=C2C(=O)OCc2ccc(C)cc2)cc(OC)c1OC (stereo not drawn),-1%
COc1ccc(S(=O)(=O)N2CCCC2)cc1OC,5%
Cc1cccc(N2C(=O)C3CCCN3C2=S)c1C (stereo not drawn),-1%
CN(CC1CCCN(CCc2ccc(F)cc2)C1)C(=O)CCC(F)(F)F (stereo not drawn),3%
Cc1ccc(N(Cc2ccccc2)C(=O)c2cc(S(=O)(=O)N3CCOCC3)ccc2C)cc1,0%
Cc1cc(Cl)c(OCCCNC2CCCC2)c(Br)c1,1%
SMILES,L3MBTL1 inh
O=C(Nc1ccccc1C(=O)O)c1cccc(NS(=O)(=O)c2ccc(Br)cc2)c1,4%
CC(=O)CCCC(NS(=O)(=O)CCC(Cl)(Cl)Cl)c1ccccc1 (stereo not drawn),5%
O=C(COC(=O)CCN1C(=O)c2ccccc2C1=O)Nc1ccccc1[N+](=O)[O-],8%
CCN(CC(=O)Nc1c(F)cccc1F)C(=O)CN1C(=O)c2ccccc2C1=O,-1%
O=C(COC(=O)c1cc([N+](=O)[O-])ccc1N1CCCC1)Nc1ccccc1OC(F)F,-10%
CCOC(=O)CNC(=O)N1CCc2ccc(NC(=O)c3ccccc3Cl)cc2C1,6%
Clc1cccc(OCCn2ccnc2)c1,-3%
[O-][n+]1ccccc1SCc1ccccc1,-4%
COc1ccc([C@H]2CC(=O)C=C(c3ccc(-c4ccccc4)c(F)c3)C2)cc1OC,8%
N#Cc1ccccc1NC(=O)C(=O)NCCCN1CCCC1=O,0%
C=CCn1c(SCC(=O)c2ccc(O)c(O)c2)nnc1-c1cccc(Cl)c1,?
O=C(NC1CCCC1)c1cccc(S(=O)(=O)Nc2ccccc2F)c1,5%
O=C(Nc1cccc(S(=O)(=O)N2CCCCCC2)c1)C1CCC1,1%
Cc1cccc(NC(=O)C2CC(=O)N(Cc3ccccc3)C2)n1 (stereo not drawn),-1%
COc1ccccc1N1CCN(C(=O)c2cc3cc(C)ccc3[nH]2)CC1,-3%[2.29 µM]
Cc1ccc(S(=O)(=O)N2CCCCC2)cc1NC(=O)CCc1nc2ccccc2c(=O)[nH]1,-11%
CCN(CC)CCNCC(=O)N1c2ccccc2CCc2ccc(NC(=O)OC)cc21,-3%
Cc1ccc2nc(NC(=O)CSc3nc(=O)n(CCN(C)C)c4c3CCCC4)sc2c1,-16%
COc1cccc(NC(=O)CN2C(=O)CSc3nc(C)cc(C)c32)c1,2%
O=C1N(c2ccccc2C(F)(F)F)O[C@@]1(c1ccccc1)C1CCCC1,44%[activator]
CC1=C/C(=C(\c2cc(C)c(O)c(Br)c2)c2ccccc2S(=O)(=O)O)C=C(Br)C1=O,22µM*
CCc1noc(C)c1C(=O)OCC(=O)Nc1ccc(F)cc1Cl,2%
CN(C)C1CCN(Cc2cc(COCc3ccccc3)c3cccnc3c2O)C1 (stereo not drawn),10µM*
C/C(=C\c1cccc(Cl)c1Cl)C(=O)c1c(C)cc(C)[nH]c1=O,-2%
COCCNC(=S)N1CCCN(c2nc3cc(C)ccc3cc2C#N)CC1,12%

# Ordered by number of heavy atoms (lowest first): part of the list above.
SMILES,L3MBTL1 inh
[O-][n+]1ccccc1SCc1ccccc1,-4%
CC(=O)CCCC(NS(=O)(=O)CCC(Cl)(Cl)Cl)c1ccccc1 (stereo not drawn),5%
C=CCn1c(SCC(=O)c2ccc(O)c(O)c2)nnc1-c1cccc(Cl)c1,?
CN(C)C1CCN(Cc2cc(COCc3ccccc3)c3cccnc3c2O)C1 (stereo not drawn),10µM*
Cc1ccc2nc(NC(=O)CSc3nc(=O)n(CCN(C)C)c4c3CCCC4)sc2c1,-16%

# (next part)
SMILES,L3MBTL1 inh
CCOc1ncccc1C(=O)Nc1cccc(S(=O)(=O)N2CCOCC2)c1,2%
COCCN(C(=O)CSc1nnc(-c2ccccc2F)o1)c1c(N)n(CC(C)C)c(=O)[nH]c1=O,?
CC(C)COC(=O)N1CC(O)CC1C(=O)Nc1ccc2c(c1)OCO2 (stereo not drawn),9%
Cc1ccc2nc(N3C(=O)C(O)=C(C(=O)c4ccc(C)o4)C3c3ccco3)sc2c1 (stereo not drawn),?
Cc1c(C(=O)N2CCN(C3CCS(=O)(=O)C3)CC2)oc2c(F)cccc12 (stereo not drawn),-6%
c1ccc(COc2cccc(CN3CCc4ccccc4C3)c2)cc1,39%[activator]
N#CC1(NC(=O)COC(=O)c2ncc(Cl)c(Cl)c2Cl)CCCCC1,-4%
Cc1ccc(C)c(CN2CCSCC2)c1,4%
COc1ccccc1CNCC(=O)Nc1cc(S(=O)(=O)N2CCOCC2)ccc1Cl,1%
Fc1ccc(CN2CCC(Cc3ccccc3)CC2)cc1F,6%
Cc1ccc(C(=O)NC2CCN(CC(=O)Nc3ccccc3Cl)CC2)cc1,-4%
O=C(NCc1ccccc1)c1c[nH]c2ccccc2c1=O,1%
Cc1ccc2c(c1)N(CC(=O)Nc1nccs1)C(=O)CO2,4%
Nc1c(N(CCC2=CCCCC2)C(=O)c2ccco2)c(=O)[nH]c(=O)n1Cc1ccccc1,-3%
CCN(CC(=O)Nc1ccc(NC(C)=O)cc1)S(=O)(=O)/C=C/c1ccccc1,17%
COc1cccc(C=O)c1OCCCOc1cccc2cccnc12,-5%
CC1CN(CC(=O)NC(C)c2ccccc2)CC(C)O1 (stereo not drawn),2%
Cc1ccc(-c2nc(SC(C)C(=O)c3c(N)n(C)c(=O)n(C)c3=O)n[nH]2)cc1 (stereo not drawn),-3%
CC1CCCN(C(=O)Cc2cccc3ccccc23)C1 (stereo not drawn),1%
O=C(c1ccccc1O)N1N=C(C(F)(F)F)CC1(O)c1ccc([N+](=O)[O-])cc1 (stereo not drawn),-7%
COc1ccc(C(=O)NCCc2ccccn2)cc1S(=O)(=O)Nc1ccc(Br)cc1,5%
O=S(=O)(c1cc(Cl)ccc1Cl)N1CCN2CCCC2C1 (stereo not drawn),-5%
NS(=O)(=O)Oc1ccccc1,12%
COc1cc(O)c(C(=O)O)c(CCc2ccccc2)c1,3%
COc1ccc(NC(=O)CSCC(=O)N(C)CC(=O)Nc2c(C)cccc2C)cc1,7%
SMILES,L3MBTL1 inh
C=C1c2ccccc2O[C@H](C(=O)OCC)[C@H]1OC,8%
Cc1ccc(-c2csc(N3CCN(CCCn4c(-c5ccncc5)nc5ccccc54)CC3)n2)cc1,-28%
COc1ccc2nc(SCC(=O)NCc3ccccc3)[nH]c2c1,-4%
Cn1c(=O)[nH]c(=O)c2c1[nH]c(=S)n2CCCc1ccccc1,7%
Cc1cc(C)cc(C(=O)NC(CC(N)=O)c2ccc(N3CCCCCC3)c([N+](=O)[O-])c2)c1 (stereo not drawn),-4%
Cc1ccc(-c2nn(-c3ccc(F)cc3)cc2C(=O)NC2CCC(O)CC2)cc1 (stereo not drawn),11%
O=C(COC(=O)c1cc(=O)[nH]c2ccccc12)Nc1ccc(F)cc1,2%
CCOC(=O)c1c(NC(=O)COC(=O)CCOc2ccc(C)cc2)sc(C(=O)N(C)C)c1C,3%
CC(C)(C)OC(=O)[C@H](CCCCN)NC(=O)c1nc[nH]c1C(=O)N[C@@H](CCCCN)C(=O)OC(C)(C)C,1%
Cc1ccc(C)c(NC(=O)CN(C)C(=O)c2ccc3c(=O)n4c(nc3c2)CCC4)c1,5%
O=C1COc2ccc(C(=O)CSc3ccc(Br)cc3)cc2N1,-10%
O=C(COC(=O)c1ccccc1O)NC1CCCc2ccccc21 (stereo not drawn),-2%
CCn1c(CNC(=O)c2ccccc2Cl)cc2ccccc21,-3%
Cc1cccc(C(=O)NCCC(=O)NCc2ccccc2Cl)c1,2%
Cn1nc(-c2ccccc2)cc1NC(=O)c1ccc(Cl)cc1,7%
CC(=O)N1N=C(c2ccccc2)CC1c1ccc(F)cc1 (stereo not drawn),6%[2.29 µM]
CCCCOc1ccc(C(=O)NCC(=O)NCCOc2ccc(C)cc2)cc1,-6%
